D1 antag: antagonists of human D1 dopamine receptor. AID 504652. HEK293 TREx D1 cells, calcium flux, dopamine EC80; active compounds read low. hit rate 3.2% among 360,000. activity change, negative = inhibition, % at 10 µM; in the data active = activity change below about -30%; note: % is set by controls: 0 for no effect and ±100 for the full control effect
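Cells carrying a force-coupled, tetracycline-inducible human D1 receptor report calcium flux. Each well gets a 10 s baseline, compound with 180 s monitoring, then an EC80 dopamine stimulus with a second 180 s kinetic read.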
D2 PAM: positive allosteric modulators of human D2 dopamine receptor; P14416; HEK293 T-REx D2, calcium flux, EC20 dopamine potentiation; AID 485347; potentiation, % at 10 µM; hit rate 0.34% among 340,000;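 active = potentiation over 3 SD above the plate norm, cut at about 30% in these data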; note: 0% is about no effect
Target sequence (P14416 whole entry, looked up): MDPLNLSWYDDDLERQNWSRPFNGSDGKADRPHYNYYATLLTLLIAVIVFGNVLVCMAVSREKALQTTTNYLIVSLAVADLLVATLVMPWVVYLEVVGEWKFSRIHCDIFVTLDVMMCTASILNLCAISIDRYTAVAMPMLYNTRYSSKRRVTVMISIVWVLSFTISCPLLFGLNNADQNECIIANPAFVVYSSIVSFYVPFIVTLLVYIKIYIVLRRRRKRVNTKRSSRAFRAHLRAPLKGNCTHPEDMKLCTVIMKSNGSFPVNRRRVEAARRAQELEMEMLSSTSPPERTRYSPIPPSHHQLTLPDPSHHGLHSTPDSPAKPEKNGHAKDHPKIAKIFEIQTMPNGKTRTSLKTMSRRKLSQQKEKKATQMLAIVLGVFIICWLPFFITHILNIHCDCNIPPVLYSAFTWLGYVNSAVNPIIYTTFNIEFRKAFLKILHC
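Potentiation of an EC20 dopamine calcium response is measured in a force-coupled, tetracycline-inducible Hek293 Trex D2 line. Compound-only kinetic reads over 180 s flag agonists before dopamine addition.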
Glioma ERSR ind: ER stress response induction in glioma | AID 602332 | hit rate 0.02% among 420,000 | Potency, µM, inactives show at the highest dose activation, actives largely listed as activators | U87-MG GRP78 promoter luciferase reporter, 16 h; note: potency is the fitted concentration of half-maximal effect; series mostly up to about 76 µM; % of control where 0% means no effect; nearly all actives have a fitted effect of over 35% in size
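Stably transfected U87-MG glioma cells carrying a GRP78-based luciferase sensor; 16 h compound incubation. Luminescence end-point read 10 min after Bright-Glo addition at room temperature.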
RXFP1 antag: antagonists of human relaxin receptor RXFP1. Q9HBX9. HEK293-RXFP1, relaxin-stimulated cAMP HTRF, 30 min; active compounds read low. activity change, negative = inhibition, % at 57.5 µM. hit rate 0.59% among 350,000. AID 1259400;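 active = activity change of -60% or lower, but not beyond a set lower limit; inconclusive = change between -60% and -40%, or beyond the set limit; inactive = change above -40%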; note: % is set by controls: 0 for no effect and ±100 for the full control effect
Vif-APOBEC3F blk: Vif-A3F binding inhibition. HeLa A3F-eYFP + Vif (tagged APOBEC3F with the HIV-1 protein that degrades it), YFP fluorescence increase. Potency, µM (series often up to 46.1 µM), without a hit: at the highest dose activity, negative = active. hit rate 0.2% among 390,000. AID 602313; note: potency is the fitted concentration of half-maximal effect; % of control where 0% means no effect; nearly all actives have a fitted effect of over 65% in size
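Fluorescence increase (Ex 488/Em 500-530) after overnight compound treatment at 37 deg C flags inhibition of Vif-driven A3F-eYFP loss in stable HeLa A3F-eYFP/Vif cells seeded overnight beforehand.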
D1 PAM: potentiators of human D1 dopamine receptor | hit rate 0.036% among 360,000 | P21728 | potentiation, % at 10 µM | HEK293 TREx D1 cells, calcium flux, dopamine EC20 potentiation; in the data active = potentiation above about 30%; note: 0% is about no effect
RXFP1 ag: RXFP1 (human) receptor agonism; HEK293T-RXFP1 cAMP TR-FRET, 30 min; response scale: percent of porcine relaxin response, buffer zero; Potency, µM (doses to about 57.5 µM), without a hit: at the top dose activation, usual class: activators; hit rate 0.3% among 370,000; AID 2676; note: potency is the fitted concentration of half-maximal effect; % is set by controls: 0 for no effect and ±100 for the full control effect; nearly all actives have a fitted effect of over 60% in size; many of its hits are not listed in these tables
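HEK293 cells stably expressing RXFP1, treated 30 min at 37C with compounds plus PDE4 inhibitor Ro 20174; cAMP measured by HTRF TR-FRET. Normalized to buffer and 29 nM porcine relaxin; EC50 by Hill fit.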
Vif-APOBEC3G blk: inhibitors of Vif-APOBEC3G interaction | Q9HC16 | HeLa A3G-eYFP + Vif (tagged APOBEC3G with the HIV-1 protein that degrades it), YFP fluorescence, overnight | Potency, µM (doses to about 46.1 µM), for inactives: top-dose activity, negative = active, most hits filed as inhibitors | hit rate 0.076% among 410,000;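 note: potency is the fitted concentration of half-maximal effect; % is set by controls: 0 for no effect and ±100 for the full control effect; nearly all actives have a fitted effect of over 60% in size; hits raise eYFP signal because A3G escapes Vif-driven loss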
Target sequence (Q9HC16 whole entry, looked up): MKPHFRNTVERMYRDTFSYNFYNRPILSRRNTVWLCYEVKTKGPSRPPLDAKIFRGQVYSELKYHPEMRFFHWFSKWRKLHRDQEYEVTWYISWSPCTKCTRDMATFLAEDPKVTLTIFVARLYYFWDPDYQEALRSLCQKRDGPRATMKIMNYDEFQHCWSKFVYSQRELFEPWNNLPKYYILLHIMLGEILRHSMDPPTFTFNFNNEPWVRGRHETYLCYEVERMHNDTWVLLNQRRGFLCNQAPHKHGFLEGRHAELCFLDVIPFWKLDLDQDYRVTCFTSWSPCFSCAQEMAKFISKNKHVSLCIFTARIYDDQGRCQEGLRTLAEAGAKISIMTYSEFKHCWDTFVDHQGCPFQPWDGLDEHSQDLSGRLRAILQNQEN
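HeLa cells stably expressing Vif and C-terminally eYFP-tagged A3G, seeded overnight at 37 deg C, then exposed to compound by pintool overnight at 37 deg C. Rise in yellow fluorescence (Ex 488/Em 500-530, Acumen) marks blocked Vif-driven A3G degradation.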
D1 agonist: agonists of human D1 dopamine receptor; P21728; HEK293 T-REx D1 cells, calcium flux, agonist mode; activation, % at 2 µM; hit rate 1% among 360,000; AID 504660; in the data active = activation above about 30%; note: 0% is about no effect
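Agonism was scored from calcium flux recorded over 180 s (1 read/s) after pintool compound addition, following a 10-cycle baseline. Cells were inducible force-coupled HEK293 TREx D1, plated overnight at 30 C and loaded with no-wash calcium dye.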
Numbers without * were called inactive; ? = inconclusive; . = not tested or not shown; & = joins results of further samples; ! = not confirmed by another sample. Unless noted, calls come from the whole dose curve; as a rule, active = well fitted curve in the direction sought with a large enough effect; inconclusive = small, poorly fitted or top-dose-only effect, or another doubt; inactive = no such curve, though single readings can be large; an effect the other way counts as inactive or inconclusive. An excerpt. The share of hits here may be higher or lower than overall.

SMILES,D1 antag,D2 PAM,Glioma ERSR ind,RXFP1 antag,Vif-APOBEC3F blk,D1 PAM,RXFP1 ag,Vif-APOBEC3G blk,D1 agonist
COc1ccc(CNC(=O)c2ccc(-c3nc(CSc4ccccc4)c(C)o3)cc2)cc1OC,-13,5,-3%,.,-9%,-3,13%,2%,1
COC(=O)COc1ccc(-c2nn(C)c(=O)c3ccccc23)cc1,-30,-3,?,-8,-2%,-3,1.5%,4%,10
CCCNC(=O)CCc1nnc2ccc(N3CCN(c4cccc(OC)c4)CC3)nn12,5,-6,-1%,5,-8%,-3,18%,-11%,-1
COc1ncnc2c1N=C1CC(C)(C)CC(N)=C1S2,-10,27,-6%,-14,-6%,-6,5.9%,1%,1
CC(CCc1ccccc1)NC(=O)COC(=O)c1cccnc1Cl (centres undefined),.,.,-3%,-14,-10%,.,.,2%,.
CCN(Cc1ccccc1)S(=O)(=O)c1ccc(F)cc1,3,4,-2%,2,3%,1,0.2%,1%,1
O=C(Cc1ccccc1)c1c[nH]c(C(=O)NCCCN2CCOCC2)c1,3,11,1%,-11,-4%,-2,0.2%,-1%,3
O=C(Nc1ccc2c(c1)N(S(=O)(=O)c1cccs1)CCC2)c1c(F)cccc1Cl,0,3,-6%,-8,5%,-6,0.3%,-4%,3
O=C1CC(c2ccccc2)CC(O)=C1C=NCc1ccncc1 (centres undefined),11,-4,-2%,-8,9%,1,-1.7%,2%,5
Cc1ccccc1C(=O)N1CCN(c2ccc(NC(=O)c3cccc(OC(C)C)c3)cc2)CC1,-6,-10,-1%,-5,10%,2,1.2%,2%,1
NC(=O)Cn1cc(/C=N\NS(=O)(=O)c2cccc([N+](=O)[O-])c2)c2ccccc21,5,8,-2%,-1,-10%,-2,-1.2%,-2%,0
CN(CC(=O)Nc1ccc(Cl)cc1)Cc1cc(=O)n2ccsc2n1,9,-1,0%,-8,-1%,3,8.2%,-1%,5
Cc1oc(C)c(C(=O)NCCCC(=O)O)c1C(=O)NCCCC(=O)O,2,-13,-3%,-9,1%,0,-4.6%,1%,2
CCSc1ccc([C@@H]2[C@@H]3C(=O)N(CC)C(=O)[C@@H]3[C@]3(C(=O)OC)CCCCN23)cc1,1,-12,-2%,.,-1%,-5,-0.6%,0%,4
COCCNc1cc(NCCOC)c([N+](=O)[O-])cc1[N+](=O)[O-],-3,8,-5%,-8,0%,4,-1.4%,9%,2
O=C(Nc1ccccc1N1CCN(C(=O)c2ccc(Cl)cc2)CC1)c1ccc(Br)cc1,-7,1,-4%,16,0%,-1,0.9%,-6%,0
CC(=O)Nc1cccc(NC(=O)COc2nncc3ccccc23)c1,0,9,-2%,.,-8%,-2,0.7%,1%,1
Cc1cn([C@H]2C[C@H](O)[C@@H](CNCc3ccc(-c4cc(Cl)ccc4C(F)(F)F)o3)O2)c(=O)[nH]c1=O,.,.,-1%,5,-2%,.,.,-1%,.
COc1ccc(-c2cc(C(=O)NCCN3CCOCC3)no2)cc1OC,4,-2,-4%,5,1%,-11,-0.3%,4%,3
O=C(C1CCCCC1)N1CCC(n2nnc3ccccc32)CC1,11,0,1%,-3,-1%,5,0.8%,-8%,1

Record cards (already shown):
COCCNc1cc(NCCOC)c([N+](=O)[O-])cc1[N+](=O)[O-] in the list: D1 antag = -3; D2 PAM = 8; Glioma ERSR ind = -5%; RXFP1 antag = -8; Vif-APOBEC3F blk = 0%; D1 PAM = 4; RXFP1 ag = -1.4%; Vif-APOBEC3G blk = 9%; D1 agonist = 2
O=C(Nc1ccccc1N1CCN(C(=O)c2ccc(Cl)cc2)CC1)c1ccc(Br)cc1 in the list: D1 antag = -7; D2 PAM = 1; Glioma ERSR ind = -4%; RXFP1 antag = 16; Vif-APOBEC3F blk = 0%; D1 PAM = -1; RXFP1 ag = 0.9%; Vif-APOBEC3G blk = -6%; D1 agonist = 0

New compounds follow.
SMILES,D1 antag,D2 PAM,Glioma ERSR ind,RXFP1 antag,Vif-APOBEC3F blk,D1 PAM,RXFP1 ag,Vif-APOBEC3G blk,D1 agonist
O=C(c1ccco1)N1CCCC(c2nc3c(nnn3Cc3ccc(F)cc3)c(=O)[nH]2)C1 (centres undefined),15,.,-3%,-5,-9%,-8,0.0%,0%,1
Cc1cc(NC(=O)COC(=O)C2CCN(S(=O)(=O)c3c(Cl)cccc3Cl)CC2)no1,-7,3,-2%,-6,3%,4,4.7%,3%,1
CCOc1ccccc1NC(=O)NNS(=O)(=O)c1ccc([N+](=O)[O-])cc1,-7,5,-3%,-1,-4%,2,-1.4%,2%,1
CCC(=O)N1CCc2cc(OC)c(OC)cc2C1COc1ccccc1OC (centres undefined),-2&-1,38*!,-3%&-5%,-11,-10%&3%,-3&-1,2.5%&0.6%,-3%&-5%,5&-4
O=C(NN1C(=O)c2ccccc2C1=O)C1CCCCC1,-11,-9,-6%,-9,0%,1,1.5%,2%,4
COc1ccc(Cl)cc1NC(=O)NN1CCN(C)CC1,5,-3,1%,4,0%,-6,18%,0%,2
N/C(=N\OC(=O)COc1cc(Cl)c(Cl)cc1Cl)c1ccncc1,-6,7,-2%,-16,4%,4,1.0%,-4%,5
Cc1ccc(NC(=O)CCN2C(=O)c3ccccc3C2=O)cc1,-7,6,-2%,2,4%,-2,-2.7%,-5%,1
CC(C)[C@H](NC(=O)c1ccccc1)C(=O)OCC(=O)NCC1CCCO1 (some centres undefined),.,.,0%,9,-6%,.,.,2%,.
O=c1[nH]c(=O)n(C2CCCO2)cc1F (centres undefined),-3,2,-1%&-5%&-1%,14,7%,2,3.6%,2%,2
CCOCCCNC(=O)c1c(NC(=O)c2nc(SC)ncc2Cl)sc2c1CCCC2,-26,1,-4%,-22,.,-1,2.8%,-4%,2
Cc1cc(-c2ccc(Br)cc2)n[nH]1,1,6,5%,-8,-15%,5,1.2%,-3%,0
CCCCN(CC)C(=O)CSc1nc2n[nH]c(C)c2c(=N)n1-c1cccc(C)c1,4&0,-6&-5,-2%&-6%,?,0%&4%,-2&-6,-2.1%&1.6%,-5%&-9%,1&2
CCCCC(=O)OC1=CN(Cc2ccccc2)S(=O)(=O)c2ccccc21,-19,6,-4%,-14,0%,-1,7.0%,-1%,43*
COc1ccc2oc(C(=O)OC(C)C(=O)NC3(C#N)CCCCC3)c(C)c2c1 (centres undefined),4,15,-3%,-14,-4%,-3,1.5%,1%,4
CCc1cc2c(SCC(=O)NC3CC3)ncnc2s1,.,.,-3%,2,0%,.,.,-10%,.
COc1ccc(NC(=O)c2ccc3oc(=O)c(S(=O)(=O)c4ccc(C)cc4)cc3c2)cc1OC,-4,2,0%,.,-5%,5,3.2%,-6%,1
O=C(NC(=S)Nc1ccc(N2CCOCC2)c(Cl)c1)c1cncc(Br)c1,10,-3,-4%,13,-2%,2,-1.5%,0%,3
CN(C)C(CNC(=O)C1CCN(S(=O)(=O)c2ccccc2)CC1)c1ccccc1 (centres undefined),16,-4,-5%,-17,-8%,1,-6.3%,2%,4
Cc1cc2nc(CCN(Cc3cccnc3)C(=S)Nc3ccccc3)[nH]c2cc1C,-3,-5,-4%,-9,-11%,-4,2.7%,-4%,2
CCOC(=O)CC(NC(=O)c1cc2c(=O)n3cccc(C)c3nc2s1)c1ccc(OCC(C)C)c(OC)c1 (centres undefined),-1,-5,-1%,6,-7%,-1,0.6%,5%,2
C/C(CC(=O)NC(C)(C)C)=N\NC(=O)COc1ccc(C)cc1Br,-4,-2,-3%,-9,-8%,-1,-1.0%,1%,3
COc1ccccc1NC(=O)/C(C#N)=C/c1c(C)nn(-c2ccc(F)cc2)c1Cl,3,-13,0%,-2,-8%,-5,-1.8%,-6%,2
COc1ccccc1NC(=O)C(=O)c1cn(CC(=O)N2CCCC2)c2ccccc12,4,8,9%,4,-4%,0,2.6%,-8%,5
CCOc1ccc(-c2nonc2NC(=O)c2oc3ccc(Br)cc3c2C)cc1,-6,-5,-5%,?,-1%,4,15%,-1%,3
CCOCCCNC(=O)c1ccc(CS(=O)(=O)Cc2ccccc2F)o1,2,.,-7%,-12,-1%,-4,0.7%,0%,5
O=C(COc1ccc(-c2ccccc2)cc1)N1CCCC1,2,6,6%,13,-4%,-3,-0.1%,0%,1
COc1cccc(NC(=O)CSc2nnc(-c3ccoc3C)n2C)c1,26,-1,-2%,6,8%,-3,0.2%,-3%,-3
Cc1c(C(=O)O)c(=O)n(-c2ccccc2)n1-c1ccccc1,-12,8,-2%,0,8%,-2,-1.0%,2%,0
COc1ccc(C(=O)NC2CC2)cc1OC1CCN(Cc2cnn(C)c2)CC1,-6,-12,-3%,-1,-4%,-9,3.0%,-2%,4
CC1(c2ccccc2)NC(=O)N(CC(=O)Nc2ccc(N3CCOCC3)cc2N2CCOCC2)C1=O (centres undefined),-3,-20,-2%,-17,-2%,2,1.8%,1%,6
Fc1ccc(NC(=S)Nc2ccc(Br)cc2)cc1,-28,-4,-3%,0,-10%,-7,1.4%,1%,6
COc1ccc(NS(=O)(=O)c2cc(N)ccc2N2CCCCC2)cc1,26,-8,1%,-3,-4%,-2,-1.0%,-17%,-1
CCOC(=O)CNC(=O)CSc1ccc2nnc(-c3ccc(F)cc3)n2n1,3,5,-4%,-11,-6%,1,17%,-1%,-1
O=C(c1ccc(F)cc1)N1CCC(C(=O)N(Cc2ccccc2)c2ccccc2)CC1,6,8,-3%,10,-1%,0,1.0%,1%,1
